Bioassay records from PubChem BioAssay.
UBC13 inh = blocks human UBC13 polyubiquitin chain formation; P61088; 330,000 compounds, 0.47% hits; TR-FRET; inhibition, % at 20 µM; AID 485273; in the data active = inhibition above about 45%, passing the limit was not always enough
SENP7 inh = SENP7 protease inhibition; inhibition, % at 5 µM; Q9BQF6; 330,000 compounds, 1.5% hits; recombinant SENP7, Z-RLRGG-aminoluciferin luminescence, 40 min;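 active = inhibition above about 50% at the single test dose, limit read from the data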;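 also: plate controls were DMSO with enzyme for no effect and no enzyme buffer wells for full effect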
HKDC1 inhibitor = inhibitors of human hexokinase HKDC1; Q2TB90; recombinant HKDC1, G6PDH/diaphorase resazurin coupled fluorescence; inhibition, % at 20 µM; 340,000 compounds, 0.16% hits; AID 493160;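 active = inhibition above about 35% when tested at 20 µM, limit read from the data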;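 also: plate controls were DMSO wells with enzyme for no effect and DMSO wells lacking enzyme for full effect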
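test system = in-house recombinant HK5 (HKDC1) enzyme | amount = HKDC1 at 5 µg/mL | control set = DMSO-enzyme wells negative, buffer-substituted wells positive | compound = one dose of 20 µM, 1% DMSO | schedule = reaction time 90 min, room temperature, protected from light | technique = resorufin fluorescence at 613 nm | reagent = glucose with 1 mM ATP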
beta cell repl = induces beta-cell replication in MIN6 cells. 330,000 compounds, 0.29% hits. AID 2380. proliferation, % at 10 µM. MIN6 cells proliferation, ATPlite luminescence, 48 h; cells starved in 0.2% serum; 100% = growth in 10% serum;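 active = compounds whose signal lies at least 3.5 SD above the mean of all wells on their plate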;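 also: 0% = DMSO-treated cells in low-serum medium and 100% = 10% serum control; some compounds called inactive have numbers as strong as hits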
PfG6PD inh = PfG6PD (Plasmodium falciparum) enzyme inhibition | PfGluPho enzyme, NADPH resazurin-diaphorase fluorescence | inhibition, % at 20 µM | 350,000 compounds, 0.78% hits | AID 504690;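 active = inhibition reaching at least a set limit at 20 µM in the primary screen, cut at about 59% in these data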;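 also: 0% = DMSO wells with substrate and 100% = DMSO wells lacking glucose-6-phosphate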
SENP1 inh = SENP1 (human) catalytic domain inhibition. Q9P0U3. recombinant SENP1 catalytic domain, CyPet-SUMO1-YPet FRET cleavage. inhibition, % at 10 µM. 360,000 compounds, 0.21% hits. AID 624204;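 active = inhibition at least 30% at 10 µM, raw YFP signal under a set limit, fluorescence ratio 0.5 to 1.5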;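 also: 0% = enzyme with DMSO and 100% = no enzyme wells; some results filed as inactive read as strong as hits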
Target sequence (Q9P0U3 419-644 limits assumed): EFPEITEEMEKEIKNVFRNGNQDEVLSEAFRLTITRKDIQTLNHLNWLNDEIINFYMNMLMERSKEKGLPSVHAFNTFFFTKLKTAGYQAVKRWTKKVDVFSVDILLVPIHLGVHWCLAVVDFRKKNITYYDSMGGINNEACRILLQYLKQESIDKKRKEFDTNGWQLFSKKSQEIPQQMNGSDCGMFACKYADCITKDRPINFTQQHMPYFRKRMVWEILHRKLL
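Compound: 10 µM single point, 0.5% DMSO; Test system: hSENP1 catalytic domain, recombinant; Timing: 50 min reaction at room temperature; Technique: FRET, CFP and YFP emission; Control set: no-enzyme wells low, DMSO-plus-enzyme wells high control.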
SENP8 block-1 = inhibitors of human SENP8 protease. inhibition, % at 10 µM. Q96LD8. AID 2540. purified SENP8, Z-RLRGG-aminoluciferin cleavage, luminescence. 330,000 compounds, 1.2% hits; in the data active = inhibition above about 50%
Target sequence (Q96LD8 whole entry, looked up): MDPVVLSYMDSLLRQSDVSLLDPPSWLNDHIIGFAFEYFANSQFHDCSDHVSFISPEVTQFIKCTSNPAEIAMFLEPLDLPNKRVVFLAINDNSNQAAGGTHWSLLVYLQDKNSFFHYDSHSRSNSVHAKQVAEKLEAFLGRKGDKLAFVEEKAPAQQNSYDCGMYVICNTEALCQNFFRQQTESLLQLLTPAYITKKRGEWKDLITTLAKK
SENP6 block = inhibitors of human SENP6 protease; Q9GZR1; Recombinant SENP6 catalytic domain, aminoluciferin luminescence; inhibition, % at 10 µM; 330,000 compounds, 1.8% hits; AID 2599;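 active = inhibition above about 50% at the single tested dose, limit read from the data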;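 also: plate controls were DMSO wells with enzyme for no effect and DMSO wells lacking enzyme for full effect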
Target sequence (Q9GZR1 628-1112 limits assumed): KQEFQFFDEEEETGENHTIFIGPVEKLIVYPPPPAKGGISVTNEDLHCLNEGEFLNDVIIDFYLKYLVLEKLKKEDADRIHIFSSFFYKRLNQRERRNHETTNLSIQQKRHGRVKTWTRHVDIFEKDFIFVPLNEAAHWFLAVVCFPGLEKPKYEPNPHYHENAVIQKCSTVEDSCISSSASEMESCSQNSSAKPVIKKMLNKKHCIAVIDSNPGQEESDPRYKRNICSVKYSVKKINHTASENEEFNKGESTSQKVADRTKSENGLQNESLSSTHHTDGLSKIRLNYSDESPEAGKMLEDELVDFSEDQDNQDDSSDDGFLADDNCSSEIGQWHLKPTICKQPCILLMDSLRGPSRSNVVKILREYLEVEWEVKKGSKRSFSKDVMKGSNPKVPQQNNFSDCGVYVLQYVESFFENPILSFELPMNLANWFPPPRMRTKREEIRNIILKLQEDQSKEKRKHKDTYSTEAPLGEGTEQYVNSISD
SENP8 block-2 = inhibitors of human SENP8 protease; Q96LD8; recombinant SENP8, Nedd8 substrate fluorescence; inhibition, % at 20 µM; 360,000 compounds, 0.64% hits; AID 602440; in the data active = inhibition mostly above about 40%, no sharp cut-off; inactive = mostly below about 27%
* = called active by the depositor.

`CSc1nc2ccc(NC(=O)c3cccs3)cc2s1` gave UBC13 inh 4, SENP7 inh 48, HKDC1 inhibitor 18, beta cell repl -4, PfG6PD inh 25, SENP1 inh -26, SENP8 block-1 28, SENP6 block 47 and SENP8 block-2 -6.
Screening CSc1ccccc1OCc1cc(C(=O)N2C[C@H]3CC[C@H]2C3)no1 returned UBC13 inh 3, SENP7 inh 5, HKDC1 inhibitor -3, beta cell repl 1, PfG6PD inh -7, SENP1 inh 0, SENP8 block-1 5, SENP6 block -5 and SENP8 block-2 -2.
`Cc1ccc(NS(=O)(=O)c2ccc(NC(=O)C(C)Sc3ccc(Cl)cc3)cc2)c(C)c1` (stereo not drawn) gave UBC13 inh 3, SENP7 inh -4, HKDC1 inhibitor -4, beta cell repl -6, PfG6PD inh 15, SENP1 inh 0, SENP8 block-1 8, SENP6 block -3 and SENP8 block-2 -4.
Screening O=C(c1ccc(Cl)cc1)C1CCCN(C(=O)/C=C/c2ccccn2)C1 (stereo not drawn) returned UBC13 inh 17, SENP7 inh 3, HKDC1 inhibitor -2, beta cell repl -2, PfG6PD inh 6, SENP1 inh 0, SENP8 block-1 5, SENP6 block 15 and SENP8 block-2 15.
CCCCN(C)CCCNC(=O)CN1N=C(c2ccc(Cl)cc2)CCC1=O was read as UBC13 inh -1, SENP7 inh -11, HKDC1 inhibitor -3, beta cell repl -1, PfG6PD inh -4, SENP1 inh 0, SENP8 block-1 -5, SENP6 block -2 and SENP8 block-2 31.
CCC(=O)NC(=S)Nc1ccc(-c2nc3ccc(C)cc3s2)cc1 was read as UBC13 inh 2, SENP7 inh 14, HKDC1 inhibitor -11, beta cell repl 0, PfG6PD inh 4, SENP1 inh -12, SENP8 block-1 8, SENP6 block -4 and SENP8 block-2 -203.
For Cc1ccc2ccc3cccnc3c2n1 the results were HKDC1 inhibitor 1, PfG6PD inh 20, SENP1 inh 1 and SENP8 block-2 6.
Brc1ccc(-c2noc(-c3ccccn3)n2)o1 was read as UBC13 inh 3, SENP7 inh 91*, HKDC1 inhibitor -1, beta cell repl -3, PfG6PD inh -11, SENP1 inh -2, SENP8 block-1 86*, SENP6 block 85* and SENP8 block-2 23.
O=c1cc(N2CCc3ccccc3C2)[nH]c(=O)n1C1CCCCC1 was read as UBC13 inh -9, SENP7 inh -10, HKDC1 inhibitor -4, beta cell repl -3, PfG6PD inh -9, SENP1 inh -17, SENP8 block-1 -9, SENP6 block -27 and SENP8 block-2 -390.
O=C(NC1CCCCC1)C1CCN(S(=O)(=O)N2CCCCCC2)CC1 was read as UBC13 inh -2, SENP7 inh -6, HKDC1 inhibitor 2, beta cell repl -4, PfG6PD inh -17, SENP1 inh 0, SENP8 block-1 7, SENP6 block 6 and SENP8 block-2 5.
`CCC(=O)NC(Nc1nc2ccc(C)cc2s1)(C(=O)OC)C(F)(F)F` (stereo not drawn) gave UBC13 inh 4, SENP7 inh -3, HKDC1 inhibitor -1, beta cell repl -2, PfG6PD inh -4, SENP1 inh 0, SENP8 block-1 -8, SENP6 block -13 and SENP8 block-2 14.
NNC(=S)Nc1ccc(C(F)(F)F)cc1Cl was read as UBC13 inh -17, SENP7 inh -1, HKDC1 inhibitor -18, beta cell repl -2, PfG6PD inh 8, SENP1 inh 0, SENP8 block-1 0, SENP6 block -5 and SENP8 block-2 8.
For Cn1c(=O)c2[nH]c(NN=Cc3cccc(Br)c3)nc2n(C)c1=O the results were HKDC1 inhibitor -5, PfG6PD inh 4, SENP1 inh 2 and SENP8 block-2 -214.
Screening c1ccc(Nc2ccc3c4c(cccc24)CC3)cc1 returned UBC13 inh -8, SENP7 inh -13, HKDC1 inhibitor -2, beta cell repl -4, PfG6PD inh 20, SENP1 inh 50, SENP8 block-1 -4, SENP6 block -5 and SENP8 block-2 -275.
CC1CCC/C(=C\c2ccc(O)cc2)C1=O (stereo not drawn) was read as UBC13 inh 4, SENP7 inh -4, HKDC1 inhibitor -2, beta cell repl -2, PfG6PD inh -10, SENP1 inh 0, SENP8 block-1 3, SENP6 block 17 and SENP8 block-2 10.

The final three compounds of the part above open the next one:
For Cn1c(=O)c2[nH]c(NN=Cc3cccc(Br)c3)nc2n(C)c1=O the results were HKDC1 inhibitor -5, PfG6PD inh 4, SENP1 inh 2 and SENP8 block-2 -214.
Screening c1ccc(Nc2ccc3c4c(cccc24)CC3)cc1 returned UBC13 inh -8, SENP7 inh -13, HKDC1 inhibitor -2, beta cell repl -4, PfG6PD inh 20, SENP1 inh 50, SENP8 block-1 -4, SENP6 block -5 and SENP8 block-2 -275.
CC1CCC/C(=C\c2ccc(O)cc2)C1=O (stereo not drawn) was read as UBC13 inh 4, SENP7 inh -4, HKDC1 inhibitor -2, beta cell repl -2, PfG6PD inh -10, SENP1 inh 0, SENP8 block-1 3, SENP6 block 17 and SENP8 block-2 10.
Cc1cc(Cc2cc(C)c(N)cc2C)c(C)cc1N was read as UBC13 inh 17, SENP7 inh -7, HKDC1 inhibitor -4, beta cell repl -2, PfG6PD inh 13, SENP1 inh 3, SENP8 block-1 -3, SENP6 block -10 and SENP8 block-2 13.
`CC(=O)OCC1OC(n2ccc3ccccc32)C(OC(C)=O)C(OC(C)=O)C1OC(C)=O` (stereo not drawn) gave UBC13 inh 4, SENP7 inh 4, HKDC1 inhibitor -3, beta cell repl 0, PfG6PD inh -5, SENP1 inh 2, SENP8 block-1 -2, SENP6 block -21 and SENP8 block-2 22.
`Cc1cc(C)n(C(=O)CCC2COc3ccccc3O2)n1` (stereo not drawn) gave UBC13 inh 8, SENP7 inh 0, HKDC1 inhibitor -4, beta cell repl -3, PfG6PD inh -1, SENP1 inh 3, SENP8 block-1 0, SENP6 block 4 and SENP8 block-2 14.
For O=C(N/N=C/c1cccc(Oc2ccccc2)c1)c1ccc(O)cc1O the results were UBC13 inh -3, SENP7 inh 7, HKDC1 inhibitor 3, beta cell repl -3, PfG6PD inh 1, SENP1 inh 0, SENP8 block-1 32, SENP6 block 39 and SENP8 block-2 -291.
`CCN1C[C@@H]2[C@@H]3C(=O)N(C)C(=O)[C@@H]3[C@](Cc3ccccc3)(C1=O)N2C(=O)c1ccc(C)cc1` gave HKDC1 inhibitor 5, PfG6PD inh -18, SENP1 inh 2 and SENP8 block-2 8.
CC(=O)c1ccc(OC(C)c2nc3ccccc3s2)cc1 (stereo not drawn) was read as UBC13 inh 5, SENP7 inh 6, HKDC1 inhibitor -2, beta cell repl 1, PfG6PD inh -3, SENP1 inh -5, SENP8 block-1 1, SENP6 block 2 and SENP8 block-2 -2.
`CCOc1cc(N2CCOCC2)c(OCC)cc1NC(=O)c1ccc(OC)cc1` gave UBC13 inh -16, SENP7 inh -7, HKDC1 inhibitor 1, beta cell repl -1, PfG6PD inh 3, SENP1 inh 12, SENP8 block-1 -7, SENP6 block -16 and SENP8 block-2 -11.
`Cc1cc(C(=O)Nc2cnn(Cc3ccc(Cl)cc3Cl)c2)no1` gave UBC13 inh 7, SENP7 inh 8, HKDC1 inhibitor 12, beta cell repl -2, PfG6PD inh -2, SENP1 inh 1, SENP8 block-1 11, SENP6 block 4 and SENP8 block-2 11.
For COc1ccc(C2CC(c3ccccc3)=NN2C(=O)COC(=O)c2cccc(S(=O)(=O)N(C)C)c2)cc1 (stereo not drawn) the results were UBC13 inh -12, SENP7 inh -7, HKDC1 inhibitor -8, beta cell repl -3, PfG6PD inh -11, SENP1 inh 1, SENP8 block-1 1, SENP6 block -3 and SENP8 block-2 4.
Screening COc1cc(/C=N/NC(=O)C2COc3ccccc3O2)ccc1O (stereo not drawn) returned UBC13 inh 3, SENP7 inh 3, HKDC1 inhibitor -5, beta cell repl -2, PfG6PD inh 19, SENP1 inh 1, SENP8 block-1 -2, SENP6 block -6 and SENP8 block-2 -38.
Screening O=C(CC1S/C(=N/N=C/c2cccnc2)NC1=O)Nc1ccccc1 (stereo not drawn) returned UBC13 inh 8, SENP7 inh -5, HKDC1 inhibitor -1, beta cell repl -3, PfG6PD inh -9, SENP1 inh -3, SENP8 block-1 6, SENP6 block 10 and SENP8 block-2 6.
For CC(=O)N[C@@H](Cc1c[nH]c2ccccc12)C(=O)OCC(=O)Nc1ccc(S(=O)(=O)N(C)C)cc1 the results were UBC13 inh -1, SENP7 inh 6, HKDC1 inhibitor 6, beta cell repl -1, PfG6PD inh 16, SENP1 inh 2, SENP8 block-1 5, SENP6 block 17 and SENP8 block-2 0.
O=C(CSc1ccc(-c2ccc(F)cc2)nn1)N1CCN(c2ccccc2)CC1 was read as UBC13 inh 2, SENP7 inh -2, HKDC1 inhibitor -11, beta cell repl 3, PfG6PD inh -2, SENP1 inh 0, SENP8 block-1 -2, SENP6 block 4 and SENP8 block-2 9.
C[C@H](NC(=O)[C@@H]1Cc2ccccc2CN1C(=O)OC(C)(C)C)C(=O)NC1CCCCC1 was read as UBC13 inh 6, SENP7 inh 7, HKDC1 inhibitor -4, beta cell repl -3, PfG6PD inh 2, SENP1 inh -1, SENP8 block-1 2, SENP6 block 1 and SENP8 block-2 6.
For CCOC(=O)N1CCN(C(=O)c2ccc3c(SCC(=O)O)c4c(nc3c2)CCC4)CC1 the results were UBC13 inh -9, SENP7 inh 0, HKDC1 inhibitor -5, beta cell repl -3, PfG6PD inh 11, SENP1 inh 1, SENP8 block-1 -12, SENP6 block -4 and SENP8 block-2 6.
`Cc1ccc(S(=O)(=O)N2CCCC2C(=O)Nc2nc3ccccc3s2)cc1` (stereo not drawn) gave UBC13 inh 8, SENP7 inh 7, HKDC1 inhibitor 21, beta cell repl 1, PfG6PD inh 20, SENP1 inh -1, SENP8 block-1 1, SENP6 block 8 and SENP8 block-2 15.
`CCN(CC)C(=O)c1sc(NC(=O)c2ccncc2)c(C(=O)OC)c1C` gave UBC13 inh -9, SENP7 inh -3, HKDC1 inhibitor -9, beta cell repl 0, PfG6PD inh 5, SENP1 inh 1, SENP8 block-1 -8, SENP6 block -6 and SENP8 block-2 13.
COC(=O)c1ccc(OCC(=O)c2ccc(O)cc2O)cc1 was read as UBC13 inh 4, SENP7 inh 21, HKDC1 inhibitor 0, beta cell repl -4, PfG6PD inh -16, SENP1 inh 0, SENP8 block-1 7, SENP6 block 24 and SENP8 block-2 4.
COc1c2ccccc2nc2ccccc12 was read as UBC13 inh -12, SENP7 inh -2, HKDC1 inhibitor -3, beta cell repl 2, PfG6PD inh -5, SENP1 inh -131, SENP8 block-1 -7, SENP6 block -9 and SENP8 block-2 inactive.
For CCS(=O)(=O)c1nc(S(=O)(=O)c2ccc(C)cc2)c(N2CC(C)OC(C)C2)s1 (stereo not drawn) the results were UBC13 inh 0, SENP7 inh 1, HKDC1 inhibitor 0, beta cell repl 2, PfG6PD inh -2, SENP1 inh 2, SENP8 block-1 -6, SENP6 block -2 and SENP8 block-2 17.
`O=C(NC1CCCCC1)C(=O)c1c(-c2ccccc2)[nH]c2ccccc12` gave UBC13 inh -6, SENP7 inh 8, HKDC1 inhibitor -3, beta cell repl 2, PfG6PD inh 4, SENP1 inh 1, SENP8 block-1 4, SENP6 block 11 and SENP8 block-2 18.
For CCN(CC)CCCNC(=O)c1cn(CC)c2ccc(S(=O)(=O)N(C)C3CCCCC3)cc2c1=O the results were UBC13 inh -1, SENP7 inh 7, HKDC1 inhibitor 0, beta cell repl -2, PfG6PD inh -9, SENP1 inh -2, SENP8 block-1 -10, SENP6 block -10 and SENP8 block-2 13.
